# TLR4 MyD88 comp = inhibitors of human TLR4-MyD88 binding. 0.18% of 200,000 active. inhibition, % at 8.4 µM. HeLa CL3-4 TLR4/MyD88 BLA complementation, FRET ratio; in the data active = inhibition above about 25%;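 also: 0% = vehicle and 100% = reference inhibitor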
# bIAP inh = blocks bovine intestinal alkaline phosphatase activity | AID 1019 | purified bovine IAP, CDP-star luminescence, 30 min | 190,000 tested, under 10 active | inhibition, % at 20 µM;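 active = over 50% inhibition of intestinal alkaline phosphatase at 20 µM in the single-dose screen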
#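 test system = bovine IAP enzyme | medium = DEA buffer 100 mM, pH 9.8, with MgCl2 1.0 mM, ZnCl2 0.02 mM | detection = luminescence | dosing = single compound dose of 20 µM, 2% DMSO final | incubation = 30 min reaction at room temperature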
# ROMK mod = human ROMK K+ channel modulation, primary screen; P48048; Tet-inducible ROMK, thallium flux fluorescence; actives lie on both sides; B-score at 10 µM; 2% of 130,000 active; AID 1918;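 active = signal ratio slope over the read window, or its plate-corrected B-score, at least 3 SD from the plate mean, either direction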;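 also: B-score of the F/F0 ratio slope over 7 to 12 s after thallium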
# Target sequence (P48048 whole entry, looked up): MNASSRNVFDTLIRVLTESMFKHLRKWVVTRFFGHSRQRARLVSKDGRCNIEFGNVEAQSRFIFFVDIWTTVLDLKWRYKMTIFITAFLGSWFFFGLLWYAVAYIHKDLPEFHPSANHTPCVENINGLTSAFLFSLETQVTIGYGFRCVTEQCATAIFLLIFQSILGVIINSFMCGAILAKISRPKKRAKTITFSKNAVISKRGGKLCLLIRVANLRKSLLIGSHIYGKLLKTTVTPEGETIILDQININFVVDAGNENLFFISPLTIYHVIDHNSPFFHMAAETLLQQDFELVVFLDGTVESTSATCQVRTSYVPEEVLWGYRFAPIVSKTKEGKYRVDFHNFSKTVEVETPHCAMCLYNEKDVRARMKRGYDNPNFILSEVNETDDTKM
# PPARg SRC3 recr = promotes SRC-3 coactivator recruitment by human PPARgamma; biochemical PPARgamma/SRC-3 coactivator recruitment assay; 0.26% of 200,000 active; activation, % at 8 µM; P37231; in the data active = activation above about 23%;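 also: 0% = DMSO and 100% = reference agonist; some compounds past the cut are filed as inactive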
# Target sequence (P37231 whole entry, looked up): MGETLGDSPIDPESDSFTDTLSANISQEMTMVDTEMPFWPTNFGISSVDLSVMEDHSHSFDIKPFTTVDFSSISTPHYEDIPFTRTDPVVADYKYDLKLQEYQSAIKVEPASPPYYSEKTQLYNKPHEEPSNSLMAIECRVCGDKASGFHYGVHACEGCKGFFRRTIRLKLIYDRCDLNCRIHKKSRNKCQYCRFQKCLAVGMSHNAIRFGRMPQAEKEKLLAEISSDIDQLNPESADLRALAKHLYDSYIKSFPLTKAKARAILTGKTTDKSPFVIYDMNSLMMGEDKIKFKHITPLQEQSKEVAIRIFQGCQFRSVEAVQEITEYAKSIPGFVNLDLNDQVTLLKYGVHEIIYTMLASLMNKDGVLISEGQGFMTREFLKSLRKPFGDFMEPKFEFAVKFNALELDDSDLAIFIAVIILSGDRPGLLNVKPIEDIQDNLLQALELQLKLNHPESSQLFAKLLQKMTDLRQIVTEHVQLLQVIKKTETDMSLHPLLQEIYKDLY
# bIAP activator = increases bovine intestinal alkaline phosphatase activity | purified bovine IAP, CDP-star luminescence, 30 min; stronger effect = higher value; fold of DMSO-control signal, blank-subtracted | activation factor at 20 µM | 0.17% of 200,000 active;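 active = activation factor of 2 or more at 20 µM, a signal rise over negative controls twice the positive control's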
# SRC2 TRFRET art = flags TR-FRET format artefacts in PPARgamma SRC-2 recruitment agonist screen | TR-FRET artefact counter-screen; stronger effect = higher value | 0.4% of 200,000 active | TR-FRET ratio at 8 µM; in the data active = TR-FRET ratio above about 2000; also: inactives centre near 1500
# Redox H2O2 prof = compounds producing H2O2 with reducing agent – biochemical, NIH compound library profiling, artefact control for MLSCN library redox annotation, primary screen; activation, % at 10 µM; DTT-dependent redox cycling H2O2, phenol red/HRP absorbance; 100% = 100 µM peroxide control, 0% = buffer; 0.03% of 200,000 active;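 active = activation of at least 50% relative to the plate's high and low controls in the primary single-dose screen; inactive = activation below 50%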;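 also: compound incubated with DTT at 0.8 mM final as the reducing agent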
# PPARg SRC2 recr = agonists of SRC-2 recruitment by human PPARgamma. activation, % at 8 µM. PPARgamma LBD-SRC-2 recruitment, biochemical. P37231. 0.34% of 200,000 active; in the data active = activation above about 22%;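 also: 0% = vehicle and 100% = reference agonist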
# PPARg SRC1 recr = promotes SRC-1 coactivator recruitment by human PPARgamma; P37231; 0.41% of 200,000 active; AID 631; activation, % at 8 µM; PPARgamma-SRC-1 coactivator recruitment biochemical assay; in the data active = activation above about 19%;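 also: 0% = DMSO and 100% = reference agonist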
# S1P3 antagonist = S1P3 (human) receptor antagonism; 0.27% of 170,000 active; CHO S1P3 NFAT-BLA reporter, FRET fluorescence, antagonist mode; inhibition, % at 4.98 µM;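 active = inhibition above the plate cutoff, the mean inhibition of test wells on that plate plus 3 SD, cut at about 28% in these data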;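 also: cells challenged with S1P at its EC80 of 0.8 µM; blue over green emission ratio from cleaved BLA substrate after 4 h stimulation; 0% = S1P-stimulated wells and 100% = unstimulated DMSO-only wells; some compounds past the cut are filed as inactive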
# L major viab = Leishmania major promastigote growth inhibition; Leishmania major promastigotes, resazurin fluorescence viability; 9% of 200,000 active; inhibition, % at 10 µM; AID 1063; in the data active = inhibition above about 50%;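 also: promastigotes grown with compound for 44 hours at 28 °C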
# The depositor's hits bear a star; . = not tested or not shown. Rows are unselected. About 11% of those tested had a hit in this group.
# Below each SMILES – TLR4 MyD88 comp	bIAP inh	ROMK mod	PPARg SRC3 recr	bIAP activator	SRC2 TRFRET art	Redox H2O2 prof	PPARg SRC2 recr	PPARg SRC1 recr	S1P3 antagonist	L major viab
> O=C(O)c1ccccc1C(=O)NNc1cccc(Cl)n1
    0	-5	-0.79	-4	1.1	1699	-0.9	-6	-3	8	3
> N#Cc1c(N2C(=O)Nc3ccccc3N2O)sc2c1CCCCCC2
    -2	16	0.77	-4	0.8	1380	-0.1	0	-4	7	-6
> CCOC(=O)CSC1=NC(=O)/C(=C/c2ccc(Br)cc2)S1
    6	3	-0.72	-1	1	1602	0.3	5	-10	-13	-10
> CCC(Oc1ccccc1)C(=O)Nc1cc(C)on1 (stereo not given)
    6	10	.	-1	0.9	1458	-0.3	0	1	-32	-2
> COc1ccc(S(=O)(=O)N(C)c2ccc(C(=O)N3CCCC3)cc2)cc1
    -2	10	-0.52	-1	0.9	1519	0.5	3	4	-12	-6
> CCN1/C(=C/c2ccc3cc(C)ccc3[n+]2CC)Sc2cc(C)c(C)cc21
    3	.	.	9	0.3	1657	0.0	0	6	31*	100*
> O=C(CN1C(=O)S/C(=C\C=C\c2ccccc2)C1=O)Nc1cccc(O)c1
    3	-11	.	-6	1.1	1445	0.1	-7	2	-16	18
> Cc1cccn2c(CN[C@@H]3CCCC[C@H]3c3ccccc3)c(C(=O)N3CCOCC3)nc12
    -2	-31	-1.7	-2	1.3	1505	-1.1	-5	-3	9	3
> COc1ccc(NC(=O)CSc2nc3ccccc3c(=O)n2CCCN2CCOCC2)c(OC)c1
    -5	3	-0.32	4	1	1785	-1.4	3	5	4	9
> O=C(COC(=O)CNC(=O)c1cccc([N+](=O)[O-])c1)Nc1cccc(S(=O)(=O)N2CCCC2)c1
    2	29	.	-4	0.7	1327	-0.5	1	-3	-8	-2
> O=C(CN1C(=O)COc2ccccc21)Nc1ccc(F)cc1
    0	-37	.	-3	1.4	1669	-1.4	18	7	-1	-9
> COC(=O)c1cccc(NC(=O)/C=C/c2cccc([N+](=O)[O-])c2)c1
    -1	4	.	-4	1	1465	7.9	0	-4	.	4
> CC1CCCC(C)N1C(=O)CSc1nc2ccccc2c(=O)[nH]1 (stereo not given)
    -13	7	0.21	4	0.9	1560	-1.8	-1	-5	-1	8
> Cn1c2c(c(=O)[nH]c1=O)C(NC(=O)c1ccco1)(C(F)(F)F)C(=O)N2 (stereo not given)
    1	5	.	0	0.9	1448	-3.5	1	0	5	-9
> O=S(=O)(N/N=C/c1ccc(F)cc1)c1ccccc1
    -9	12	0.011	2	0.9	1517	0.7	6	8	-1	-3
> O=C(CSc1nnnn1C1CCCCC1)NCCc1ccccc1
    0	0	.	1	1	1438	-4.7	-5	-4	-1	6
> CCO/C=C1\C(=O)N(CC)c2ccccc21
    -10	12	0.88	-6	0.9	1521	0.6	2	3	.	1
> CCOC(=O)CSc1nnc(C)c(=O)[nH]1
    12	13	-0.58	-5	0.9	1401	3.1	9	-4	.	-4
> CC(=O)n1nc(-c2ccco2)nc1SCc1ccccc1
    -10	5	.	2	1	1460	-0.2	3	2	-9	-6
> CCN(CC)S(=O)(=O)c1cccc(-c2nnc(SCC(=O)NCCC3=CCCCC3)n2N)c1
    3	-1	-0.35	14	1	1622	-0.5	6	2	-7	-4
> Cc1ccccc1OCC(=O)N/N=C/c1cn(Cc2ccccc2)c2ccccc12
    11	8	1.2	1	0.9	1487	0.4	1	-4	2	7
> COc1ccc(CCNc2nc(-c3sc(C)nc3C)cs2)cc1OC
    -4	-14	.	5	1.1	1622	0.1	0	3	.	4
> Cc1cc(NC(=O)c2ccc(Cl)cc2)n(CCOC(=O)c2ccc(Cl)cc2)n1
    5	9	.	-9	0.9	1567	0.2	0	8	-5	-1
> Cc1ccc(C(=O)OCC(=O)N2CCC(Cc3ccccc3)CC2)cc1N
    -2	-6	-0.17	1	1.1	1432	-1.4	-4	2	-12	0
> CCOC(=O)c1cc(-c2ccc(OC)cc2)nc2c1c(C)nn2CCC(N)=S
    -5	0	0.65	-3	1	1420	-0.4	1	7	5	1
> Cc1ccc(NC(=O)c2ccc(S(=O)(=O)N3CCCCC3)cc2)cc1
    8	3	.	4	1	1494	-0.3	7	4	.	2
> COc1cccc(Cn2c(NCc3ccco3)nc3c2c(=O)n(C)c(=O)n3C)c1
    -18	2	1.6	-2	1	1611	-0.1	14	9	.	4
> COc1nc(NCCO)nc(Nc2ccc([N+](=O)[O-])cc2)n1
    7	-9	.	-3	1.1	1721	0.3	10	4	4	4
> Cc1cccc(C)c1NS(=O)(=O)c1ccc(F)cc1
    -2	5	.	12	1	1719	1.2	1	10	14	3
> O=C(/C=C/c1ccccc1)NC(=S)Nc1ccc(N2CCOCC2)c(Cl)c1
    7	10	.	-4	0.9	1600	2.4	5	-9	.	-3
> O=C(N/N=C/c1cccc(Br)c1)c1ccc(Br)cc1
    -7	-7	-0.65	-2	1.1	1666	0.0	-5	-4	4	-5
> Cc1ccc(Cn2nnnc2CN2CCC(O)(c3cccnc3)CC2)cc1
    0	-1	-0.0071	2	1	1400	0.1	2	-13	-11	53*
> COc1ccc(CCNC(=O)CSc2nnnn2-c2ccccc2)cc1
    -6	5	-0.012	-2	1	1264	0.1	-2	-1	-17	5
> Nc1cc(=O)nc(SCc2ccccc2)n1Cc1ccco1
    -4	2	.	3	1	1674	2.7	1	5	-3	-2
> CCOc1ccc(NC(=O)CNC(=O)c2ccc(OC)c(OC)c2)cc1
    4	13	.	-5	0.9	1539	1.3	1	1	-10	-4
> S=c1[nH]ccn1-c1cccc(Cl)c1
    -6	20	.	5	0.8	1606	-0.4	3	3	-11	59*
> Cc1ccc(C(=O)N2CCN(S(=O)(=O)c3ccccc3[N+](=O)[O-])C2)cc1
    8	7	0.022	6	0.9	1462	-0.7	6	3	9	1
> COC(=O)[C@@]1(Cc2ccc(F)cc2)[C@H]2c3cc(C(=O)N(C)C)n(Cc4ccccn4)c3C[C@H]2CN1C(=O)c1ccccc1
    -1	-22	-0.85	-5	1.2	1378	0.4	1	-11	-3	40
> CC(C)c1ccc(NCCC(=O)c2ccc(Br)cc2)cc1
    4	22	.	-9	0.8	1376	1.8	1	-5	-15	6
> CC(C(=O)NC(C)(C)C)N(Cc1cccs1)C(=O)CCN1CCc2ccccc21 (stereo not given)
    -3	1	-0.18	7	1	1711	-0.4	0	4	3	26

# Further structures.
structure,TLR4 MyD88 comp,bIAP inh,ROMK mod,PPARg SRC3 recr,bIAP activator,SRC2 TRFRET art,Redox H2O2 prof,PPARg SRC2 recr,PPARg SRC1 recr,S1P3 antagonist,L major viab
COc1cccc(-c2nc(CC(=O)O)cs2)c1OC,-7,14,-0.071,-12,0.9,1452,0.5,-3,2,-13,1
CCCNC(=O)c1ccccc1NC(=O)CN(c1ccccc1OCC)S(C)(=O)=O,-10,1,.,0,1,1609,-0.1,5,3,14,-4
CCSc1ccc(-c2ccc(C)cc2)nn1,-13,-7,-0.09,3,1.1,1764,-0.9,3,9,-7,-7
Cc1ccc([N+](=O)[O-])cc1NC(=O)CN1CCC(C)CC1,5,16,-0.63,1,0.8,1490,1.9,3,-3,.,2
CC1(C)CC(=O)C2=C(C1)OC(N)=C(C#N)C21C(=O)N(CN2CCOCC2)c2ccccc21 (stereo not given),-18,12,.,-4,0.9,1447,1.1,2,0,.,0
Cc1cccc(N2CC3=C(C2=O)C(c2ccccc2)NC(=O)N3C)c1 (stereo not given),-1,12,.,-4,0.9,1560,-0.7,-6,3,-21,-4
NC(=O)C1CC(=O)N(Cc2ccc3c(c2)OCO3)C(=Nc2ccccc2)S1 (stereo not given),-16,19,.,-3,0.8,1516,1.3,-3,-2,-10,1
CCN(Cc1ccccc1)C(c1ccncc1)c1nnnn1C(C)(C)C (stereo not given),3,-25,.,0,1.3,1420,0.3,3,4,-9,11
N/C(=N\OC(=O)CCCN1C(=O)c2ccccc2C1=O)c1ccc(Cl)cc1,0,8,.,11,0.9,1647,2.1,-1,14,.,-5
Cc1ccc(C(O)(C(=O)NN(C(=O)c2ccccc2)c2ccccc2)c2ccc(C)cc2)cc1,-6,6,.,-2,0.9,1433,0.2,-1,-3,16,32
c1ccc2nc3ccccc3nc2c1,10,-19,-0.48,2,1.2,1370,0.3,4,-3,0,-7
O=C(CCCOc1ccc(Cl)cc1Cl)N/N=C/c1ccco1,1,12,.,2,0.9,1559,0.6,-1,6,-4,19
CCOC(=O)c1[nH]c(C)c(C(=O)Nc2ccc(Cl)cc2)c1C,-4,16,.,2,0.8,1546,-0.1,-1,-1,7,-6
Cc1ccc(O)c(C(CC(=O)NCc2ccco2)c2ccccc2)c1 (stereo not given),-4,9,-0.82,3,0.9,1629,-1.3,9,9,4,5
CCN(CC)CCNC(=O)c1ccc(NC(=O)Cc2ccccc2F)cc1,13,-6,0.19,1,1.1,1508,-0.3,-3,-5,-14,2
CCOC(=O)N1CCC(NC(=O)c2cn(-c3ccc(OC)cc3)c(=O)c3ccccc23)CC1,3,0,.,10,1,1414,-3.0,7,3,-8,-6

# Reprinted at random: 4 compounds from above, in no set order.
structure,TLR4 MyD88 comp,bIAP inh,ROMK mod,PPARg SRC3 recr,bIAP activator,SRC2 TRFRET art,Redox H2O2 prof,PPARg SRC2 recr,PPARg SRC1 recr,S1P3 antagonist,L major viab
CCCNC(=O)c1ccccc1NC(=O)CN(c1ccccc1OCC)S(C)(=O)=O,-10,1,.,0,1,1609,-0.1,5,3,14,-4
N/C(=N\OC(=O)CCCN1C(=O)c2ccccc2C1=O)c1ccc(Cl)cc1,0,8,.,11,0.9,1647,2.1,-1,14,.,-5
NC(=O)C1CC(=O)N(Cc2ccc3c(c2)OCO3)C(=Nc2ccccc2)S1 (stereo not given),-16,19,.,-3,0.8,1516,1.3,-3,-2,-10,1
CCOC(=O)c1[nH]c(C)c(C(=O)Nc2ccc(Cl)cc2)c1C,-4,16,.,2,0.8,1546,-0.1,-1,-1,7,-6

# Screens as filed in PubChem BioAssay.
